ROC1-CUL1 inh = inhibitors of human ROC1-CUL1 ubiquitin ligase activity; inhibition, % at 10 µM; in vitro K48 di-Ub FRET, acceptor:donor ratio, 45 min; E3 ubiquitin-protein ligase RBX1 (Homo sapiens) + Cullin-1 (Homo sapiens), P62877+Q13616; 0.6% of 140,000 active; in the data active means inhibition above about 25%
Target sequence (P62877 whole entry, looked up): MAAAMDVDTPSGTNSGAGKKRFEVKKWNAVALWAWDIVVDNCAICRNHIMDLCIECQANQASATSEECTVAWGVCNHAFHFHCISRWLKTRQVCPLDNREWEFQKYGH
Target sequence (Q13616 whole entry, looked up): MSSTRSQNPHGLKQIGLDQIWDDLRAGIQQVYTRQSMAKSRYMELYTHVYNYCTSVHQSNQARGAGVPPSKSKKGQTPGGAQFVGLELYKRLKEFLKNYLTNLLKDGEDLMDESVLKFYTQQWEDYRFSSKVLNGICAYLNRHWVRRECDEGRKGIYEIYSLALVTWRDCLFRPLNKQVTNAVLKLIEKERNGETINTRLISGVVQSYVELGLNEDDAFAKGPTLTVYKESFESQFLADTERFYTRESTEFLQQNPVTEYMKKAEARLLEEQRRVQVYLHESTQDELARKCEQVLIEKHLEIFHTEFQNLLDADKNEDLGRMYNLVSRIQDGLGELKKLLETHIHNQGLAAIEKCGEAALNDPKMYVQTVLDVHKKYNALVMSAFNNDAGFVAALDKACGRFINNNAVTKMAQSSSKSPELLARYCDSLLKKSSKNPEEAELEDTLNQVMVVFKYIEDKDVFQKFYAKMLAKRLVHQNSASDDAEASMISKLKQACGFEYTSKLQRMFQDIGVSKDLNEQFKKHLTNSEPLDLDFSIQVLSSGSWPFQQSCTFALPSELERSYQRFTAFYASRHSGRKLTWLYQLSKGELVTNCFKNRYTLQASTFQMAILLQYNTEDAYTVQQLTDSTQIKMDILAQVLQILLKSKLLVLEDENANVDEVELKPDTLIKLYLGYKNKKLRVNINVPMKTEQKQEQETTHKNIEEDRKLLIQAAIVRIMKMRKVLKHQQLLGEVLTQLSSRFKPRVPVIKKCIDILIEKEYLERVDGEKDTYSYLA
Numbers without * were called inactive.

SMILES | ROC1-CUL1 inh
Cc1ccc([N+](=O)[O-])cc1S(=O)(=O)n1cnc2ccccc21 | 4
O=C(c1ccc(F)cc1)n1nc(-c2cccnc2)nc1NCc1ccccc1 | -2
COc1ccc(/C=C2\S/C(=N\N=C\c3ccc(OC)c(OC)c3)NC2=O)cc1OC | 2
Cc1ccc(-c2ccc(CC3=NC(=S)NC3=O)o2)c(Br)c1 | 2
Nc1nc(SC(c2ccccc2)c2ccccc2)nc2sc3c(c12)CCCC3 | -6
Cc1cccc(C(=O)Nc2cnc3ccccn3c2=O)c1 | 1
C=CCN1C(=O)CSC1=Nc1ccc(O)cc1 | -1
O=S(=O)(NCc1ccccn1)c1ccc(F)cc1 | -3
COc1cccc(CN(C)C(=O)c2coc(COc3ccc4ncccc4c3)n2)c1 | -4
O=C(CSc1ncc(-c2ccc(Cl)cc2)[nH]1)Nc1ccc(Cl)cc1 | 1
CCc1cc(C(c2ccc(F)cc2)N2CCOCC2)c(NC(=O)c2ccccc2)s1 (stereo not given) | 8
COc1ccc(CN2C(=O)N(c3ccc(C)cc3)C(=O)C2CC(=O)Nc2ccccc2)cc1OC (stereo not given) | -8
COc1cc(C)c(CN2CCC3(CC2)c2ccccc2[C@@H](NC(=O)c2ccco2)[C@@H]3OC)cc1C | 4
COC(=O)C1CCC2C(=CCC3C2CCC2C3CCC2(OC(C)=O)C(=O)COC(C)=O)C1 (stereo not given) | -2
O=C1C=C(N2CCCCC2)c2ccccc2C1=O | 80*
Cc1ccc(C)n1C(C)C(=O)N(C)C (stereo not given) | -2
Cc1c(Cl)cccc1-c1ccc(CNc2ccc3[nH]c(=O)[nH]c3c2)o1 | -1
CCCOc1ccc(C(=O)Nc2cc3c(cc2N2CCCCC2)n(C)c(=O)n3C)cc1 | -2
CN(CCO)c1nc(-c2ccc(Cl)cc2)nnc1-c1ccccc1 | 1
O=C(Cc1ccccc1)Nc1ccc(C(=O)Nc2ccc(O)cc2)cc1 | 1
COc1ccc(C2C3=C(CCCC3=O)OC(=N)C2C#N)cc1COc1ccc(C)cc1 (stereo not given) | -19
O=C(Nc1ccc2nc(SCC(=O)N3CCCc4ccccc43)sc2c1)c1ccc(F)cc1 | 0
N=c1c2sc3nc(-c4cccs4)cc(C(F)(F)F)c3c2ncn1N | 39*
Cc1ccccc1Cn1c(=O)c2c(nc3n(CCCO)c(C)cn23)n(C)c1=O | -2
Cc1nc(-c2ccc(F)cc2)sc1CCNC(=O)c1ccc(OC(C)C)cc1 | -3

ROC1-CUL1 inh: entries above that show a hit.
SMILES | ROC1-CUL1 inh
O=C1C=C(N2CCCCC2)c2ccccc2C1=O | 80*
N=c1c2sc3nc(-c4cccs4)cc(C(F)(F)F)c3c2ncn1N | 39*

Back to the main list with the 6 entries that preceded the break.
SMILES | ROC1-CUL1 inh
O=C(Cc1ccccc1)Nc1ccc(C(=O)Nc2ccc(O)cc2)cc1 | 1
COc1ccc(C2C3=C(CCCC3=O)OC(=N)C2C#N)cc1COc1ccc(C)cc1 (stereo not given) | -19
O=C(Nc1ccc2nc(SCC(=O)N3CCCc4ccccc43)sc2c1)c1ccc(F)cc1 | 0
N=c1c2sc3nc(-c4cccs4)cc(C(F)(F)F)c3c2ncn1N | 39*
Cc1ccccc1Cn1c(=O)c2c(nc3n(CCCO)c(C)cn23)n(C)c1=O | -2
Cc1nc(-c2ccc(F)cc2)sc1CCNC(=O)c1ccc(OC(C)C)cc1 | -3
Cc1[nH]nc2c(=O)c(Br)cc(Br)cc12 | 7
COc1ccc(C(=O)N=C(Cc2ccc(Br)cc2)C(=O)N2CCNCC2)cc1 | 5
CCC(Oc1ccc(C)c(C)c1)C(=O)N1CCN(c2ncccn2)CC1 (stereo not given) | 4
Cc1ccc(OCc2nc(-c3ccc(C(=O)N4CCN(c5cccc(C(F)(F)F)c5)CC4)cc3)oc2C)cc1 | 8
CCc1noc(C)c1C(=O)NCCc1ccc(Cl)cc1 | -1
COc1cccc(CNC(=O)CCC2(Cc3ccc(-c4ccccc4)cc3)CCC(=O)N2)c1OC (stereo not given) | -2
CCCOc1ccc(-n2nnc(C(=O)N3CCOCC3)c2C)cc1 | 12
CC(C)NC(=O)C1CCCN(C2CCN(CCc3ccccc3)CC2)C1 (stereo not given) | -2
CCc1nnc(NC(=O)c2cccc(I)c2)s1 | -8
CCc1ccc(C(=O)c2cn(CC(=O)Nc3ccc(OC)cc3)c3cc4c(cc3c2=O)OCO4)cc1 | -2
O=S1(=O)c2ccccc2N(Cc2ccccc2Cl)c2ccccc21 | 0
Cc1ccc(-c2nc3c(cnn3-c3ccccc3)c(=O)n2-c2ccc(Cl)cc2)cc1 | -1
COC(=O)c1c(-c2ccc(Br)cc2)csc1NC(=O)COc1ccccc1 | 6
O=C(N/N=C/c1cccc(Cl)c1)c1cccc(Cl)c1 | -4
CN(C)c1ncccc1CNC(=O)C1CCCCO1 (stereo not given) | 10

Given with each value named: entries from further up
Cc1ccc(-c2nc3c(cnn3-c3ccccc3)c(=O)n2-c2ccc(Cl)cc2)cc1
- ROC1-CUL1 inh: -1

COC(=O)c1c(-c2ccc(Br)cc2)csc1NC(=O)COc1ccccc1
- ROC1-CUL1 inh: 6

O=C(N/N=C/c1cccc(Cl)c1)c1cccc(Cl)c1
- ROC1-CUL1 inh: -4

CN(C)c1ncccc1CNC(=O)C1CCCCO1 (stereo not given)
- ROC1-CUL1 inh: 10

Structural class, those above with a CF3 group
SMILES | ROC1-CUL1 inh
N=c1c2sc3nc(-c4cccs4)cc(C(F)(F)F)c3c2ncn1N | 39*
Cc1ccc(OCc2nc(-c3ccc(C(=O)N4CCN(c5cccc(C(F)(F)F)c5)CC4)cc3)oc2C)cc1 | 8

Compound activity from PubChem BioAssay.

These rows are one share of the data, so the mix of outcomes need not match the whole.
